# Screens from PubChem BioAssay.
# RORgamma inh – ROR gamma (mouse) transcription inhibition; P51450; Drosophila S2 Gal4-RORgamma UAS-luciferase reporter, 20 h; Potency, µM (doses to about 53.6 µM), without a hit: top-dose activity change, negative = inhibition, most hits filed as inhibitors; hit rate 5.4% among 310,000; AID 2551; further: on the % scale 0 is the no-effect control and ±100 the full control effect; nearly all actives have a fitted effect of over 60% in size
# Target sequence (P51450 whole entry, looked up, the tested form may be a part): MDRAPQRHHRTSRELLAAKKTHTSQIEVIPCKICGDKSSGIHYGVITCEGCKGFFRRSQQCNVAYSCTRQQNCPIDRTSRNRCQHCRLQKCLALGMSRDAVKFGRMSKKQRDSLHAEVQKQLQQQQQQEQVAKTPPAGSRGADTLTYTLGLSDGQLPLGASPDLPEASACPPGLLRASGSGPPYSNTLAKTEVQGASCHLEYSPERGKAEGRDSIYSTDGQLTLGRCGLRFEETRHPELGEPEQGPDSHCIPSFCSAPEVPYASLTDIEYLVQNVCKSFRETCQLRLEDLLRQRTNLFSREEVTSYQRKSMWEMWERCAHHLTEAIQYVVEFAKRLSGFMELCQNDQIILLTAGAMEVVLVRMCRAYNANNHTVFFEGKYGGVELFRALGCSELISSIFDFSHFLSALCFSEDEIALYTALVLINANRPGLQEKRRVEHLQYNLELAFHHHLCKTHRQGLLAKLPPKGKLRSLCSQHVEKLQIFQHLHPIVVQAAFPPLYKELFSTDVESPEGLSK
#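 Luciferase reporter read in Schneider cells carrying Gal4-RORγ (mouse) and UAS-Photinus luciferase; cells given compound 1 h before 700 uM copper sulfate induction, then incubated 20 h at ambient temperature.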
# BRCA1 expr up – activators of BRCA1 expression; MCF7-BRCA1-FFLuc reporter, luminescence, 48 h; response scale: scaled: vehicle 0%, 10 µM genistein 100%; Potency, µM (doses to about 46.1 µM), inactives show at the top dose activation, usual class: activators; hit rate 1.1% among 380,000; further: nearly all actives have a fitted effect of over 80% in size; some results filed as inactive show a strong effect at the top dose
#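 48 h compound treatment of MCF7-BRCA1-FFLuc cells (phenol-red free MEM, 37 °C), then 15 min with luciferase substrate and luminescence imaging.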
# NPC1 promoter act – NPC1 promoter activation; Huh7 NPC1 promoter luciferase reporter, 24 h; Potency, µM (top dose mostly 9.22 µM), for inactives: at the highest dose activation, actives largely listed as activators; hit rate 2.4% among 320,000; AID 485313;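 further: % of control where 0% means no effect; nearly all actives have a fitted effect of over 60% in size; reporter is driven by a mutant NPC1 promoter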
#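 Cells: Huh7 expressing luciferase under the NPC1 promoter, 1500/well. Seeded 2 h, compound added, incubated 24 h at 37 °C. Luciferase reagent, 10 min ambient, then luminescence.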
# CXXC DNA block – blocks binding of human MLL CXXC domain to DNA; Potency, µM (top dose mostly 115 µM), for inactives: at the top dose activity change, negative = inhibition, actives largely listed as inhibitors; Q03164; hit rate 0.037% among 290,000; MLL-CXXC / FITC-HOXA9 DNA fluorescence polarization; active means well fitted inhibition curve with a large enough effect in the polarisation, with a control signal flat, not every such curve was filed as active; inconclusive means small, poorly fitted or top-dose-only effect, or effect the other way, or a change in a side signal; inactive means no such curve, though single readings can be large or run the other way; the % refers to the polarisation
#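 Purified MLL-CXXC (added from a 7 uM solution) was preincubated 5 min at ambient with pinned compounds in 50 mM Tris-HCl pH 7.5, 50 mM NaCl, 1 mM DTT, 0.05% BSA. Fluorescein-labeled HOX-A9 DNA (50 nM solution) followed, 30 min, then polarization read.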
# MBNL1 CUG block – blocks human MBNL1 binding to CUG repeat RNA; Q9NR56; TR-FRET MBNL1-His/biotin-(CUG)12 binding, 665/545 ratio; Potency, µM (top dose mostly 57.5 µM), inactives show at the top dose activity change, negative = inhibition, most hits filed as inhibitors; hit rate 0.036% among 280,000; AID 2675; active means well fitted inhibition curve with a large enough effect in the signal ratio, with a control signal flat, not every such curve was filed as active; inconclusive means small, poorly fitted or top-dose-only effect, or effect the other way, or a change in a side signal; inactive means no such curve, though single readings can be large or run the other way; the % refers to the signal ratio; further: on the % scale 0 is the no-effect control and ±100 the full control effect
#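 TR-FRET readout: Ex 340 nm, 665/545 nm emission ratio, normalized to buffer-only (basal) and MBNL1-(CUG)12 controls. Complex of MBNL1-His with Biotin-(CUG)12, compounds 92 nM–58 uM, incubated 60 min at room temperature.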
# ELG1 genotoxic – induces genotoxicity in HEK293T cells with luciferase-tagged ELG1. hit rate 1.3% among 330,000. HEK293T ELG1-luciferase reporter, luminescence, 16 h. Potency, µM (titrated, usually from 46 µM), for inactives: at the highest dose activity change, positive = activation, actives largely listed as activators. AID 504466; further: % of control where 0% means no effect; nearly all actives have a fitted effect of over 60% in size
#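 HEK293T cells expressing luciferase-tagged ELG1 were exposed to compound or DMSO vehicle for 16 hr at 37 °C and 5% CO2. Luciferase activity was then measured with ONE-Glo after 30 min at room temperature.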
# p53 reactivator – restores transcriptional activity of mutant p53 | H1299 p53-A138V BP100-luciferase reporter, luminescence, 24 h | AID 504706 | hit rate 0.063% among 320,000 | Potency, µM (highest dose often 92.2 µM), for the others: top-dose activity change, positive = activation, actives largely listed as activators; further: % of control where 0% means no effect; nearly all actives have a fitted effect of over 45% in size
#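 p53-null H1299 cells stably carrying temperature-sensitive p53-A138V and a BP100-luciferase reporter were pinned with compounds (4-point, 1:5 series) and held 24 hrs at 37 deg C. Luminescence was read 10 min after detection reagent.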
# VP16 counter – counter-screen for ROR gamma inhibitors: Gal4-VP16 reporter; Drosophila S2 Gal4-VP16 UAS-luciferase, luminescence, 20 h; hit rate 3.5% among 310,000; Potency, µM (series often up to 53.6 µM), for inactives: at the top dose activity, negative = inhibition, usual class: inhibitors;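 further: Gal4-VP16 expression switched on by copper sulfate through the metallothionein promoter; on the % scale 0 is the no-effect control and ±100 the full control effect; nearly all actives have a fitted effect of over 50% in size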
# Rab9 promoter act – Rab9 promoter activation; hit rate 2.8% among 320,000; Potency, µM (titrated, usually from 9.22 µM), inactives show at the highest dose activation, negative = inhibition, most hits filed as activators; AID 485297; Huh7 Rab9 promoter-luciferase reporter, luminescence, 24 h; further: % of control where 0% means no effect; nearly all actives have a fitted effect of over 60% in size
#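 Stable Rab9-luc Huh7, 1500 cells/well, 2 h settle; cmpd in DMSO, 24 h, 37 °C/5% CO2; luciferase reagent 10 min RT; luminescence.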
# FLuc counter – counter-screen for miR-21 project: firefly luciferase inhibitors or activators | P08659 | purified FLuc, Km substrates, luminescence inhibition | Potency, µM (titrated, usually from 57.5 µM), without a hit: at the highest dose activity change, negative = inhibition, actives largely listed as inhibitors | hit rate 6.9% among 360,000 | AID 588342;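 further: plate controls were vehicle for no effect and reference inhibitor for full effect; nearly all actives have a fitted effect of over 55% in size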
# Target sequence (P08659 whole entry, looked up): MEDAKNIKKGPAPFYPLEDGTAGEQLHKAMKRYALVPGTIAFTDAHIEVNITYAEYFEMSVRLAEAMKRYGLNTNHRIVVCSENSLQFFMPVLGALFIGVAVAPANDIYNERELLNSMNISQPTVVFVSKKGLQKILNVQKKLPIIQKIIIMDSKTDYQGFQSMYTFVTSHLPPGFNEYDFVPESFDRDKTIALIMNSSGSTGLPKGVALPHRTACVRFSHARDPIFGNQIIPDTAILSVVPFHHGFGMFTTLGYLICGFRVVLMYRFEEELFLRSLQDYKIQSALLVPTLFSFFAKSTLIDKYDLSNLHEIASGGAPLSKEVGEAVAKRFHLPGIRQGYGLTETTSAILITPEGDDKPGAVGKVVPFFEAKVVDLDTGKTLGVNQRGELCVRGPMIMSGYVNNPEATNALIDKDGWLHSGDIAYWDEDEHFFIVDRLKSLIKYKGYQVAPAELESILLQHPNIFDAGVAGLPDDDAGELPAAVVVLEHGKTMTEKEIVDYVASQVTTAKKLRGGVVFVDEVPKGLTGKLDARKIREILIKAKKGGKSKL
#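 Biochemical qHTS of compounds, final roughly 60 µM downward over six points, against 10 nM purified firefly luciferase using Km concentrations of substrates (10 uM D-luciferin, 10 uM ATP) in Tris acetate pH 7.5 buffer; luminescence output.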
# uPA surface inh – blocks generation of uPA at the cell surface; cell surface uPA generation assay, qHTS; Potency, µM (doses to about 38.3 µM), without a hit: at the highest dose activity change, negative = inhibition, hits mostly inhibitors; hit rate 0.31% among 330,000; AID 540303; active means well fitted inhibition curve with a large enough effect; inconclusive means small, poorly fitted or top-dose-only effect; inactive means no such curve, though single readings can be large or run the other way; tested in mouse RAW 264.7 cells; further: on the % scale 0 is the no-effect control and ±100 the full control effect; nearly all actives have a fitted effect of over 55% in size
# The depositor's hits bear a star; ? = inconclusive; . = no result given; & = joins results of further samples; [ ] = remark or other dose. Unless noted, the call rests on the fitted dose curve; in most records, active means well fitted curve in the direction sought with a large enough effect; inconclusive means small, poorly fitted or top-dose-only effect, or another doubt; inactive means no such curve, though single readings can be large; an effect the other way counts as inactive or inconclusive. Potency means the concentration at half of the fitted maximal effect. These rows are one share of the data; count on the stated rates, not on these rows.
SMILES,RORgamma inh,BRCA1 expr up,NPC1 promoter act,CXXC DNA block,MBNL1 CUG block,ELG1 genotoxic,p53 reactivator,VP16 counter,Rab9 promoter act,FLuc counter,uPA surface inh
COc1ccc(C(=O)OCC(=O)c2ccc(C)c(S(=O)(=O)N3CCOCC3)c2)cc1OC,?,-10%,0%,-5%,-2%,-5%,-5%,?,-10%,-6%,-4%
O=C(NC1CCCCC1)c1cc(-c2ccc(O)cc2)on1,0%,?,2.5µM*,37%[activator],0%,?,?,4%,3.2µM*,?,-2%
Oc1oc(-c2ccccc2)nc1C=NCc1ccccc1,?,10µM*,?,6%,?,21µM*,8%,?,25%,17µM*,-3%
CCc1nc(N2CCC3(CC2)OCCO3)c2nnn(Cc3ccccc3)c2n1,17%,-46%,-1%,-5%,-1%,0%,9%,-9%,1%,-4%,1%
CCOC(=O)c1ccc(NC(=O)C2CC(=O)N(c3ccc4c(c3)OCCO4)C2)cc1 (stereo not drawn),.,5%,0%,.,.,5%,-3%,.,-4%,5%,1%
N[C@@H](Cc1ccc(O)c(O)c1)C(=O)O,-8%[16.9 µM],0%,7%[46.1 µM],.,.,.,.,-10%[17 µM],7%[46.1 µM],.,5%
COc1cc2c(cc1OC)-c1n[nH]c(=S)n1C(C)(C)C2,7.9µM*,0%,-3%,-4%,1%,?,-2%,?,-7%,0%,-2%
Nc1nnc(C2CCCC2)s1,5%,-20%,-2%,-1%,-3%,-2%,4%,12%,1%,7%,4%
CC(=O)Oc1ccc(/C=N/NS(=O)(=O)c2ccc(C)cc2)c(OC(C)=O)c1,-85%,0%,-6%,10%,4%,0%,.,?,0%,7%,-2%
Cc1cc(Cl)ccc1OCCCC(=O)Nc1cccnc1,19%,21%,0%,-17%,-2%,-3%,-9%,?,-1%,?,2%
Cc1ccc2cccnc2c1N,3%,-17%,-2%,0%,6%,-3%,0%,-2%,3%,-2%,6%
CCCCCCC1CC(=O)NC(=S)N1 (stereo not drawn),8.9µM*,-1%,0%,6%,.,-18%,-6%,?,-5%,0%,?
COCCN(C(=O)Cc1cccs1)c1nnc(-c2ccncc2)s1,0%,22%,-2%,9%,6%,0%,-3%,7%,4%,4%,5%
Nc1nc2c(F)c(F)c(F)cc2s1,-6%,0%,-7%,8%,.,2%,3%,-5%,-2%,-13%,6%
O=C(c1ccccc1)c1ccc(N2CCNCC2)cc1,38%,.,16%,2%,11%,?,28%,5%,28%,?,.
COc1ccccc1CNS(=O)(=O)c1ccc2c(c1)CC(C)N2C(=O)C1CCC1 (stereo not drawn),-28%,-24%,-1%,4%,-2%,0%,0%,-72%,-5%,-1%&-14%,-10%
CCOC(=O)C(C(C)=O)C(c1ccc(OCCC(C)C)cc1)C(C(C)=O)C(=O)OCC (stereo not drawn),?,-50%,-10%,-4%,-11%,-6%,-11%,-3%,-5%,3%,2%
O=C(CNCC1CCCO1)N1CCCCCC1 (stereo not drawn),5%,22%,-6%,-1%,-9%,-1%,0%,-4%,1%,6%,.
COc1ccc(CN(C)S(=O)(=O)c2nnc(NC(=O)c3ccccc3)s2)cc1OC,-16%,0%,-2%,-6%,-3%,2%[9.26 µM],9%,1%,2%,6%,-6%
Cc1nn(-c2ccccc2)c2nc(N)c(C(N)=O)cc12,18%,47%,-7%,17%,2%,10%,12%,-13%,2%,?,2%
Cc1ccc(NC(=O)c2cccc3c2C(=O)N(C2CCCCC2)C3)c(C)c1,-8%,-15%&6%,-4%,0%,3%,0%,4%,2%,-12%,2%&-5%,2%
O=C(Cc1cccs1)Nc1ccc([N+](=O)[O-])cc1,-3%,33%,1%,0%,?,-1%,-41%[inhibitor],8%,3%,-13%,9%
O=C(Cc1ccccc1)N1CCN(C(=O)c2ccco2)CC1,-17%,-14%,-7%,0%,5%,1%,4%,6%,-2%,-4%,4%
O=C(CN1CCSC1=NCc1ccccc1)c1ccccc1,-14%,-11%,-1%,3%,-2%,1%,-7%,8%,-8%,-1%,-2%
Cn1c(=O)n(C)c2cc(NS(=O)(=O)c3ccccc3[N+](=O)[O-])ccc21,44%,-49%,-1%,14%,19%,?,?,3%,8%,2%,-13%
COc1ccc(C(=O)C[n+]2ccc3ccccc3c2C)cc1,-25%,0%,?,3%,19%,1%,2%,-7%,1µM*,-17%,-1%
COc1ccc(-c2nn(-c3ccccc3)cc2/C=C(/C#N)C(N)=O)cc1[N+](=O)[O-],3%,-3%,-4%,-8%,22%,5%,2%,-2%,1%,0%,-2%
COC(=O)CCn1nc(-c2ccc(Cl)cc2)c2ccccc2c1=O,11%,7%,-6%,-17%,15%,-1%,2%,-3%,-11%,0%,-5%
NC(=O)c1cnn(-c2cc(Oc3ccccc3)ncn2)c1N,-2%,82%,3.2µM*,7%,0%,?,16%,5%,2.5µM*,?,-8%
CCN(CC)c1ccc2cc(C(N)=O)c(=N)oc2c1,15%,?,3%,?,?,?,-3%,18%[10 µM],12%,24µM*,-3%
CC[C@H](C)C(=O)O[C@H]1CCC=C2C=C[C@H](C)[C@H](CC[C@@H]3C[C@@H](O)CC(=O)O3)[C@H]21,?,-45%,-17%[46.1 µM],4%&16%,1%&1%,7%,0%,-27%&-8%,-14%[46.1 µM],-11%&-1%,1.3µM*
CC1(C)CC(=O)C(=CN2CCOCC2)C(=O)C1,22%,-8%,-2%,1%,-3%,2%,-1%,12%,-1%,1%,3%
COc1ccc(CN(CCC(c2ccco2)C(C)C)C(C)=O)cc1OC (stereo not drawn),?,-30%,1%,17%,.,-8%,-6%,28%,-4%,0%,9%
COc1ccc(-c2nc(SC)n(S(=O)(=O)c3ccccc3)n2)cc1,25%[10 µM],10µM*,20%,11%,8%,27%,19%,1%,?,-12%,0%
C#CCOC(=O)Nc1cc(C)n(-c2ccccc2)n1,23%,1%,-4%,3%,-13%,0%,-5%,-14%,-3%,3%,2%
Cc1ccc(CNS(=O)(=O)c2ccc(CN3C(=O)c4cccnc4C3=O)cc2)o1,-12%,-15%,-4%,-1%,?,-5%,2%,-7%,0%,2%,-3%
CCOc1cc(S(=O)(=O)N2CCCCC2)ccc1Cl,2%,1%,-4%,11%,-3%,8%,-6%,-4%,7%,0%,3%
Cn1c(SCc2c(F)cccc2Cl)nnc1-c1cccs1,20%,4µM*,?,1%,-7%,13µM*,?,11%,2.2µM*,15µM*,-7%
Cc1ccc(OCC(=O)Nc2ccc(-c3nc4ncccc4o3)cc2)c(C)c1,-27%,54%,22%,5%,5%,17%,27%,?,17%,5%,4%
O=C(NCCc1c[nH]c2ccccc12)C(=O)NCC1OCCCN1S(=O)(=O)c1cc(F)ccc1F (stereo not drawn),30%,-15%,-4%,-2%,-8%,-21%,-5%,-3%,-5%,-1%,2%
NC(=O)c1ccc(NCCCN2CCOCC2)c([N+](=O)[O-])c1,-19%,2%,-7%,-3%,?,-1%,1%,0%,-7%,-15%,15%
Cc1cccc(C(O)(C(=O)NNc2ccc3ccccc3n2)c2cccc(C)c2)c1,10µM*,-61%,1%,8%,11%,-3%,-19%,13µM*,0%,-3%,-5%
CCn1ccc2c(OCC(=O)NCCc3ccc(OC)c(OC)c3)cccc2c1=O,.,-22%,-4%,.,.,0%,-9%,.,2%,-1%,3%
O=C(Nc1ccccc1C(=O)N1CCOCC1)c1ccc(Br)cc1,1%,-9%,-4%,5%,-3%,0%,13%,1%,-2%,2%,2%
Cc1noc(NS(=O)(=O)c2ccc(NC(=O)CSc3nc4c(cc3C#N)CCCC4)cc2)c1C,6%,-18%,1%,-4%,-1%,4%,0%,8%,-3%,-1%,5%
CCc1ccc(NC(=O)COC(=O)CCc2nc3cc(S(=O)(=O)N(CC)CC)ccc3n2C)cc1,37%,28%,-2%,-11%,-13%,6%,-4%,-2%,2%,?,-5%
Nc1nc(N)c2cc(Sc3ccc4ccccc4c3)ccc2n1,?,-103%[inhibitor],-4%,?,29%,-17%,-13%,?,-12%,-18%,2µM*
Cc1cc(C)nc(N2N=C(C(F)(F)F)CC2=O)n1,5%,7%,2%,-4%,-1%,1%,-2%,-18%,-2%,1%,-2%
COc1ccc2c(c1)c(N=O)c(O)n2C,-16%,-35%,-9%,-6%,?,3%,-3%,-5%,-2%,0%,0%
